Screens as filed in PubChem BioAssay.
Insulin prom up: MIN6 insulin promoter up-regulation; MIN6 insulin promoter-GFP reporter, high-content imaging; active compounds read high; z-score at 5 µM; actives 0.3% (n = 190,000); AID 1625;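 active = z-score above 3 at 5 µM with at least 500 cells counted in the well; inconclusive = wells under 500 cells, flagged as cytotoxic or low count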
Autophagy HCS: alters autophagy in cells. calls only at 10 µM (by protocol). MEF GFP-LC3 puncta imaging; test concentration mostly 10 µM. actives 0.98% (n = 190,000);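 active = percentage of spot-positive cells more than 3 SD above its plate mean, without a fluorescence outlier flag or 80% toxicity; inconclusive = no clear call, values can overlap the other calls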;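 note: spot-positive cell cutoff set from DMSO-treated cells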
bCat nuc transl: modulators of beta-catenin nuclear translocation; HeLa beta-catenin nuclear translocation, immunofluorescence imaging; nuclear translocation activity, % at 5 µM; actives 0.3% (n = 190,000); AID 1665;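 active = nuclear translocation activity above 50% at 5 µM, with a well cell count of 50 or more; inconclusive = wells under 50 cells across six images, flagged as toxic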;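 note: per-cell ratio of nuclear to cytoplasmic median beta-catenin stain intensity; plate controls were DMSO negative control for no effect and GSK-3 inhibitor IX positive control for full effect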
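Read-out: Nuclear/cytoplasmic beta-catenin signal ratio, % activation | Assay system: Human HeLa cell line | Times: 24 h compound exposure at 37°C, 5% CO2 | Signal: Fluorescence imaging of beta-catenin antibody stain plus DAPI | Dosing: 5 µM primary, 0.02–20 µM confirmation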
PMI inhibitors: MPI enzyme activity inhibition – biochemical, fluorescence intensity, coupled assay, primary screen (AID 1209); inhibition, % at 20 µM; hits with a dose series show IC50 in µM; actives 0.42% (n = 190,000); purified PMI enzyme, coupled fluorescence intensity; higher % means a stronger effect;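 note: plate controls were DMSO vehicle for no effect and wells lacking substrate for full effect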
Lipid droplet: hepatic lipid droplet formation modulation; inhibition, % at 6.5 µM; AML12 mouse hepatocytes, oleate lipid droplets, BODIPY imaging; actives 0.4% (n = 240,000);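 active = lipid droplet intensity inhibited by at least 50%, with more than 500 cells counted; inconclusive = wells with under 300 cells, treated as cytotoxic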
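Test system: AML12 mouse liver cells; schedule: overnight exposure; technique: high-content imaging of BODIPY-stained droplets and DAPI nuclei; read-out: % inhibition of corrected integrated BODIPY droplet signal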
T cell HTS: modulates CD8 T cell binding to vesicles. calls only at 7 µM. 2C CD8+ T cell-vesicle binding, flow cytometry; active compounds read low. AID 2052. actives 0.068% (n = 330,000);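 active = response, share of CD8 T cells binding vesicles, and their 90th percentile fluorescence all below set limits, cut at about 80% in these data, passing the limit was not always enough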
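Material: murine 2C transgenic CD8+ T lymphocytes / Also added: QL9-peptide-loaded Drosophila micro-vesicles bearing Ld, ICAM-1 and B7-1 / Schedule: binding step 1.5 h, 37 °C, antibody labelling 20 min, ice / Signal: flow cytometry, PE anti-B7-1 (FL2) versus Alexa647 anti-CD8 (FL8), PFA-fixed / Evaluation: percent CD8+ FL2 mean versus row control / Benchmarks: naked versus QL9-loaded vesicles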
MT stabilizer: microtubule stabilization, imaging screen. HeLa tubulin immunostaining HCS, 24 h; share of cells brighter than vehicle mean+2SD. % tubulin-high responders, % at 10 µM. actives 0.83% (n = 200,000);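 active = plate Z-score above 3 for both tubulin-high and condensed-nucleus cell shares, with cell loss under 80%, at 10 µM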;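 note: anti alpha tubulin signal scored within the nucleus-defined area of each cell; some results filed as inactive read as strong as hits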
TNAP activation fold: human TNAP enzyme activators, primary screen, biochemical, luminescent, no phosphate acceptor, uHTS (AID 1001); one-dose activation fold at 20 µM; EC50 in µM for titrated hits; actives 0.03% (n = 200,000); purified TNAP, luminescent activation assay, no phosphate acceptor; higher activation fold means a stronger effect; in the data active = activation fold from about 3, or a potency from the dose series; inactive = the rest, 99 in 100 with activation fold below about 1.6; note: many of its hits are not listed in these tables
human PMI inhibitors: MPI inhibition at elevated mannose 6-phosphate – biochemical, fluorescence intensity, high mannose 6-phosphate, primary screen (AID 1220); recombinant PMI enzyme, coupled fluorescence intensity; higher % means a stronger effect; inhibition, % at 20 µM, or IC50 in µM where a hit was titrated; actives 0.66% (n = 190,000)
Insulin prom up cell count: also measured in Insulin prom up; calls as there; cell count; measured here: cytotoxicity, nuclei count;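 total cells summed across four imaged fields per well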
Lipid droplet cells 6.5 µM: second read-out of Lipid droplet, no call of its own (marks repeat the call); cell count; measured here: cell count, cytotoxicity flag;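 cells counted across two imaged fields per well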
bCat nuc transl cell count 5 µM: further read-out of bCat nuc transl, marked with its call; cell count; measured here: cell count, cytotoxicity flag
T cell HTS vesicle-bound %: also measured in T cell HTS; calls as there; double positive events, %; measured here: CD8+ vesicle-bound cell fraction;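 binding gate set so that unloaded-vesicle control wells show 10% double positive cells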
MT stabilizer Hoechst-high %: further read-out of MT stabilizer, marked with its call; % Hoechst-high responders; measured here: nuclear condensation Hoechst responders;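 share of cells brighter than vehicle mean plus two SD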
MT stabilizer cytotoxicity %: also measured in MT stabilizer; calls as there; toxicity, %; measured here: cytotoxicity by cell density;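 0% = mean cell density of plate MIN control wells and 100% = no cells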
Autophagy HCS cell loss 18 h: second read-out of Autophagy HCS, no call of its own (marks repeat the call); toxicity, %; measured here: cell loss, nuclei count;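 cell loss after 18 h compound exposure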
Starred values were filed as active, the others as inactive; i = inactive; u = inconclusive; x = no result given; + = active, no number; & = joins results of further samples. Cut-off read from the data, not from the text of the source, unless noted: active = inhibition above about 50%; inactive = the rest.

SMILES | Insulin prom up | Insulin prom up cell count | Autophagy HCS | Autophagy HCS cell loss 18 h | bCat nuc transl | bCat nuc transl cell count 5 µM | PMI inhibitors | Lipid droplet | Lipid droplet cells 6.5 µM | T cell HTS | T cell HTS vesicle-bound % | MT stabilizer | MT stabilizer Hoechst-high % | MT stabilizer cytotoxicity % | TNAP activation fold | human PMI inhibitors
CCCc1ccc(OCc2ccc(C(=O)N3CCN(c4ccccn4)CC3)o2)c(OC)c1 | -0.25 | 1122 | i | -2 | -0.1 | 1100 | 13% | -32 | 676 | i | 8 | 2.5 | 1.6 | 7.1 | 1.1 | 12%
Cc1cc(SCC(=O)O)nc2ccccc12 | 0.41&0.22 | 1090&1445 | i | -6 | 0.2&0.1 | 1318&1548 | -2% | 8&17 | 660&675 | i | 34&39 | 3.5 | 2.1 | 7.6 | 1.1 | -11%
Cc1ccc(N2C(=O)CC(Sc3ncn[nH]3)C2=O)cc1 (stereo not given) | 0.63 | 1703 | i | 2 | 0.7 | 1372 | x | x | x | i | 62 | 2.8 | 1.4 | 2.9 | 1.6 | 25%
Cc1ccc(C(=O)N/C(=C/c2ccco2)C(=O)Nc2cccc(C)c2)cc1 | -0.44 | 890 | i | -10 | -4.3 | 1212 | 6% | 1 | 742 | i | 39 | 1.9 | 1.3 | 8.5 | 1.1 | -2%
Cc1ccc2c(c1)c(C)c(C)n2CC(O)CN1CCOCC1 (stereo not given) | 0.26 | 964 | i | 0 | -2.5 | 1227 | 4% | 4 | 693 | i | 54 | 4.4 | 2.3 | 3.9 | 1.1 | 35%
C=CCN1C(=O)/C(=C2/Sc3ccc(OC)cc3N2C)SC1=NCc1ccccc1 | 1 | 1240 | + | 39* | -1.5 | 1175 | 9% | -8 | 676 | i | 24 | 2.8 | 3.4 | 4.1 | 1.1 | 11%
O=C(CC12CC3CC(CC(C3)C1)C2)NC(=S)NCc1ccccc1 | -0.84 | 1335 | i | 5 | -0.4 | 1354 | 10% | -13 | 656 | i | 53 | 5.2 | 1.9 | 11 | 1.1 | 4%
CC(C)S(=O)(=O)c1csc(C(=O)Nc2ccc(F)cc2)c1N | 0.03 | 1104 | x | x | -1.5 | 1375 | x | 15 | 645 | i | 21 | x | x | x | x | x
Cc1ccc(NC(=O)CSc2n[nH]c(-c3ccncc3)n2)cc1C | 0.54 | 1028 | i | 0 | 0.2 | 1075 | 18% | -1 | 681 | i | 4 | 4.0 | 1.6 | 4.5 | 0.8 | 9%
O=[N+]([O-])c1ccc(Sc2ccccn2)nc1 | 0.48 | 1070 | x | x | 0.4 | 1337 | x | -11 | 659 | i | 40 | x | x | x | x | x
Cn1c(Cn2c(=O)sc3ccccc32)nnc1SCC(=O)NCc1ccco1 | -0.29 | 1133 | i | -13 | -2.3 | 1228 | -2% | -5 | 781 | i | 57 | 2.1 | 1.8 | 2.6 | 1 | -4%
CC(C)(C)c1ccc(S(=O)(=O)N2CCN(c3ncccn3)CC2)cc1 | x | x | i | -35 | 1.9 | 1540 | -2% | 3 | 695 | i | 39 | 2.3 | 1.4 | 8.3 | 1.1 | -2%
O=C(Oc1c(CN2CCOCC2)cc(Cl)c2cccnc12)c1ccc(F)cc1 | -0.69 | 1126 | i | 17 | x | x | 34% | -6 | 673 | i | 40 | 2.9 | 1.1 | 4.8 | 1.1 | 40%
CC(C)/C=C1\CC/C(=C\c2ccc(N(C)C)cc2)C1=O | x | x | i | 5 | 0.8 | 1120 | 12% | 11 | 673 | i | 40 | 4.0 | 2.2 | 5.7 | 1 | 21%
COc1ccc(NC(=O)CSc2nnc(CNc3ccc(F)cc3)o2)c(OC)c1 | 0.47 | 1222 | i | 4 | -4.2 | 1189 | 15% | 2 | 766 | i | 49 | 1.3 | 1.8 | 13 | 1.2 | 10%
CN(C)/C(=N\S(=O)(=O)c1ccccc1)c1ccc([N+](=O)[O-])cc1 | -0.3 | 1302 | i | 1 | x | x | 11% | -3 | 629 | i | 42 | 2.2 | 1.5 | 11 | 1.1 | -1%
COc1cc(C2C(C(C)=O)=C(C)Nc3ncnn32)ccc1O (stereo not given) | -1.5 | 1344 | i | -1 | -3.6 | 983 | -4% | x | x | i | 29 | 3.8 | 3.0 | 13 | 1 | 1%
Cc1ccc(OCC(=O)NCc2ccc3c(c2)OCO3)c([N+](=O)[O-])n1 | -1.6 | 1275 | i | 2 | 3.3 | 1106 | -7% | 58* | 695* | i | 56 | 3.4 | 1.2 | 0.5 | 1.1 | -7%
CCNc1nc(-c2cc(C)n(Cc3ccco3)c2C)cs1 | -0.3 | 1226 | i | -2 | 0.9 | 1087 | -71% | -5 | 679 | i | 25 | 2.9 | 3.1 | 5.8 | 1.1 | -61%
Cc1ccc(SCc2nc(-c3ccccn3)no2)cc1 | -0.57 | 1277 | i | 1 | -0.7 | 1159 | 12% | 19 | 775 | i | 52 | 1.9 | 0.3 | 18 | 1.1 | 8%
O=C(NNc1ncccc1Cl)c1c(Cl)cccc1Cl | -0.15 | 1141 | i | -13 | -4.7 | 1080 | 16% | 3 | 699 | i | 22 | 1.2 | 2.4 | 9.5 | 2.6 | 16%
COc1ccccc1NC1=C(Cl)C(=O)N(C2CCCCC2)C1=O | -0.28 | 1440 | i | 4 | 3.1 | 1429 | 9% | x | x | i | 50 | 1.8 | 2.2 | 7.0 | 1.1 | 9%
O=C(CCC(=O)OCCCC(F)(F)C(F)(F)F)Nc1ccccc1 | -0.07 | 1281 | i | -5 | -1.4 | 873 | 9% | x | x | i | 20 | 1.5 | 2.4 | 13 | 1.1 | 8%
Cc1c(C(=O)OCC(=O)Nc2c(C)n(C)n(-c3ccccc3)c2=O)cccc1[N+](=O)[O-] | 0.07 | 1301 | i | -4 | -0.9 | 1044 | -10% | 0 | 682 | i | 32 | 3.2 | 1.4 | 8.6 | 1.1 | -7%
O=C(O)COc1ccc(/C=C/c2nc3ccc([N+](=O)[O-])cc3s2)cc1 | 0.24 | 1084 | x | x | 0.9 | 1317 | x | -38 | 689 | i | 33 | x | x | x | x | x
Cc1ccc(C(=O)NN2C(=O)C3C4C=CC(C4)[C@@H]3C2=O)cc1 (stereo not given in full) | 0.45 | 953 | x | x | 0.4 | 1307 | x | -6 | 645 | i | 49 | x | x | x | x | x
Cc1nn(-c2ccccc2)c(N)c1-c1ccccc1 | 2 | 1211 | i | -3 | -2.4 | 1208 | 1% | 8 | 687 | i | 16 | 2.4 | 3.1 | 6.1 | 1.2 | -3%
COCCCNC(=O)/C=C/c1c(Cl)cccc1Cl | 0.11 | 1324 | i | -12 | -1.8 | 1028 | -11% | -7 | 689 | i | 45 | 1.8 | 2.5 | 1.1 | 1.1 | -13%
Cc1ccc(-c2cc(C(F)F)n3ncc(C(=O)N4CCc5ccccc54)c3n2)cc1 | -1.2 | 1036 | + | 55* | 5.6 | 1384 | 8% | u | x | i | 58 | 11* | 11* | 55* | 1.1 | 9%
Cc1cc(C(=O)NNC(=O)CCCCC(=O)NNC(=O)c2cc(C)[nH]n2)n[nH]1 | 0.21 | 1197 | i | 5 | -4.4 | 528 | 12% | 17 | 667 | i | 46 | 2.3 | 2.4 | 0.3 | 15µM* | 17%
Cc1cc(OCC(=O)N2CCCCCC2)ccc1[N+](=O)[O-] | -0.1 | 1342 | i | 6 | -2.2 | 1145 | 3% | -5 | 677 | i | 14 | 1.7 | 2.5 | 5.8 | 1.1 | -6%
CCOc1cc(CNCCO)cc(Br)c1OCc1ccccc1 | -0.56 | 1235 | i | 11 | 0.2 | 1002 | 7% | 0 | 660 | i | 64 | 2.4 | 1.7 | 8.8 | 1.1 | 2%
Clc1ccc2nc(CSc3nc4ccccc4o3)cn2c1 | 0.21 | 1328 | i | 4 | x | x | 14% | -1 | 733 | i | 32 | 2.3 | 2.8 | 5.9 | 1.1 | 11%
CC(=O)OC1COC(N2CCc3cc(Br)c([N+](=O)[O-])cc32)C(OC(C)=O)C1OC(C)=O (stereo not given) | -0.6 | 839 | i | 37 | 3.6 | 992 | 7% | -1 | 808 | i | 30 | 1.9 | 2.3 | 6.7 | 1 | 4%
O=C(NCCCN1CCC(Cc2ccccc2)CC1)C1CCC(=O)N1C1CCCC1 (stereo not given) | 1 | 845 | i | -8 | 0.0 | 1151 | 8% | x | x | i | 50 | 2.4 | 3.6 | 3.7 | 1.1 | 10%
COc1ccc(C(=O)Nc2cccc(NC(C)=O)c2)cc1OC | 0.46 | 1277 | i | -42 | -0.7 | 565 | -16% | -7 | 721 | i | 24 | 5.5 | 2.1 | 5.4 | 1.1 | -17%
CCOc1ccccc1NC(=O)Cc1c(F)cccc1Cl | -0.74 | 1558 | i | 11 | -2.7 | 1175 | 2% | -39 | 603 | i | 48 | 6.0 | 2.9 | 2.0 | 1.2 | 3%
COC(=O)C1=C(C)N=C2SC(C#N)=C(N)N2C1c1ccc(OCc2ccccc2)cc1 (stereo not given) | 0 | 793 | i | -7 | x | x | 18% | -1 | 798 | i | 17 | 2.3 | 1.2 | 5.3 | 1.1 | 11%

Not a hit list (roughly 2.9% active in at least one column).
